Screening data: PubChem, Icahn School of Medicine at Mount Sinai
RBX1-CUL1 inh: inhibitors of human ROC1-CUL1 ubiquitin ligase activity. E3 ubiquitin-protein ligase RBX1 (Homo sapiens) + Cullin-1 (Homo sapiens), P62877+Q13616. AID 1347404, 2020. in vitro K48 di-Ub FRET, acceptor:donor ratio, 45 min. inhibition, % at 10 µM. 140,000 tested, 0.6% active; in the data active means inhibition above about 25%
Target sequence (P62877 whole entry, looked up): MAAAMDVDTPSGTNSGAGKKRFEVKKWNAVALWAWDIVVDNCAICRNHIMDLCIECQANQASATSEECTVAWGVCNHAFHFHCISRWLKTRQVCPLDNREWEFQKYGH
Target sequence (Q13616 whole entry, looked up): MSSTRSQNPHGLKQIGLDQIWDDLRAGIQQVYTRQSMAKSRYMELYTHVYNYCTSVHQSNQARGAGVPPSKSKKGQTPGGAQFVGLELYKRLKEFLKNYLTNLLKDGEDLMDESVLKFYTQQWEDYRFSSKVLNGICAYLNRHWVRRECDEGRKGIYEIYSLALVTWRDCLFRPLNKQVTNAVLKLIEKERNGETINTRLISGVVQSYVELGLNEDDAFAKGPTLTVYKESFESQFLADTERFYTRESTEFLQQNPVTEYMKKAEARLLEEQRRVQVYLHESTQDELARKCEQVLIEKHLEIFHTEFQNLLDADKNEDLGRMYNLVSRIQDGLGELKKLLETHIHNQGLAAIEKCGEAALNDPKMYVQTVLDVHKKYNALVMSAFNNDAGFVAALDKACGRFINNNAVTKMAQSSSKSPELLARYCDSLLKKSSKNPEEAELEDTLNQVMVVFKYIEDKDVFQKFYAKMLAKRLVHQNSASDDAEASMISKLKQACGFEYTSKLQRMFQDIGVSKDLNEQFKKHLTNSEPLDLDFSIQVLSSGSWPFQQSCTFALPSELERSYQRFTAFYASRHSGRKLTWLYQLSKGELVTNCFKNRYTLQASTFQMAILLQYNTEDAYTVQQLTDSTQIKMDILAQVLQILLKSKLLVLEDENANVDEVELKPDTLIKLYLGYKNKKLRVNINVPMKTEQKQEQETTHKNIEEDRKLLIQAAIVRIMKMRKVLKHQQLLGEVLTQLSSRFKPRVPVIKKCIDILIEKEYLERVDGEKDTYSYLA
Starred values were filed as active, the others as inactive. A portion of the library; rates above refer to the full screens.

SMILES	RBX1-CUL1 inh
Cc1ccc(C#N)c(SCC(=O)Nc2cccc(Cl)c2Cl)n1	-4
CCCCCC(=O)Nc1nc2ccccc2[nH]1	9
Cc1ccc(CN2CCN(S(=O)(=O)c3cccs3)CC2)cc1	3
Cc1ccc(C)c(N2CCN(C(=O)C3CCN(Cc4nc(-c5cccc(Cl)c5)oc4C)CC3)CC2)c1	3
COc1ccc(CN2CCc3c(C(=O)NCc4ccccc4OC)c(OC)cc(=O)n3CC2)cc1C	-2
O=C(NCc1cccnc1)c1cccc(OC2CCN(C(=O)c3ccoc3)CC2)c1	-5
COCCn1c(CNC(=O)c2ccc(C)cc2)nc2cccnc21	-7
CCOC(=O)c1scc(-c2ccc(C)cc2)c1S(=O)(=O)Nc1cc(Cl)ccc1OC	-9
Cc1ccc2c(c1)C(=O)C(=O)C(c1ccc(Cl)cc1)O2 (stereo not drawn)	3
Cc1ccc(NC(=O)NNC(=O)Cn2nc(-c3ccccc3)c(-c3ccccc3)c(C#N)c2=O)cc1	15
COCCN(CC1CCN(Cc2ccccc2OC)CC1)C(=O)C1CCOCC1	7
CCOc1ccc(/C=C/c2nc(C#N)c(NCc3ccc(OC)cc3)o2)cc1	5
O=C(c1ccc(N2CCOCC2)cc1)N1CCN(c2ccc(F)cc2)CC1	2
O=C(c1cc(C(c2ccccc2)c2ccccc2)no1)N1CCC(Oc2ccc(F)cc2)CC1	1
Cc1nc(C2CCN(C(=O)c3cc(C(C)C)no3)CC2)cc(=O)[nH]1	13
CCOc1ccc(S(=O)(=O)N(CC(=O)NCCSCc2ccccc2)c2ccccc2)cc1	-5
COc1ccc(Cl)cc1Nc1ncnc2c1nc1n2CCCC1	4
COc1ccc(C2C(C(=O)OCc3ccccc3)C(C)=Nc3nnnn32)cc1OC (stereo not drawn)	2
O=C(CCOc1ccccc1)N(Cc1cccnc1)c1nc2c(F)cc(F)cc2s1	-5
CC(=O)c1sc2ccccc2c1SC#N	0
CC(NC(=O)c1cc(-c2ccc(Cl)cc2)on1)c1ccccc1 (stereo not drawn)	5
COC(=O)c1ccc(Cl)c(NC(=O)c2ccco2)c1	-2
CC(=O)OCC1C2(C)CCC(O2)C1(C)COC(C)=O (stereo not drawn)	-2
COc1ccc(OC)c(C2SCCN2S(=O)(=O)c2ccc3c(c2)Cc2ccccc2-3)c1 (stereo not drawn)	-6
N#CC1C(=N)N(c2ccccc2C(F)(F)F)C2=C(C(=O)CCC2)C1c1cn(Cc2c(Cl)cccc2Cl)nc1-c1ccccc1 (stereo not drawn)	0

Next part; the last 7 above are carried over.
SMILES	RBX1-CUL1 inh
O=C(CCOc1ccccc1)N(Cc1cccnc1)c1nc2c(F)cc(F)cc2s1	-5
CC(=O)c1sc2ccccc2c1SC#N	0
CC(NC(=O)c1cc(-c2ccc(Cl)cc2)on1)c1ccccc1 (stereo not drawn)	5
COC(=O)c1ccc(Cl)c(NC(=O)c2ccco2)c1	-2
CC(=O)OCC1C2(C)CCC(O2)C1(C)COC(C)=O (stereo not drawn)	-2
COc1ccc(OC)c(C2SCCN2S(=O)(=O)c2ccc3c(c2)Cc2ccccc2-3)c1 (stereo not drawn)	-6
N#CC1C(=N)N(c2ccccc2C(F)(F)F)C2=C(C(=O)CCC2)C1c1cn(Cc2c(Cl)cccc2Cl)nc1-c1ccccc1 (stereo not drawn)	0
C/C=C/Cn1c(=O)c2c(nc3n(-c4ccccc4)c(C)cn23)n(C)c1=O	0
Cc1c(C(=O)NCc2ccccc2Cl)nnn1-c1ccccc1	0
Cc1cc(C(=O)Nc2cc(Cl)ccc2Cl)no1	0
O=C(NCc1ccccc1)NC1(C(F)(F)F)Oc2ccc(Cl)cc2O1 (stereo not drawn)	2
O=C(c1ccc(-n2cnnn2)cc1)N1CCCc2ccccc21	5
COc1ccc(C)c2sc(N(Cc3cccnc3)C(=O)C3CCCCC3)nc12	-5
Cc1nnc(SCC(=O)Nc2ccc(Br)cn2)[nH]c1=O	3
Cc1nonc1C(=O)Nc1cncc(Cl)n1	-1
CCOC(=O)c1ccc(-n2cnnn2)cc1	9
CCC(=O)Nc1cccc(-c2nnc(SCC(=O)Nc3ccc(CC)cc3)n2C)c1	0
OC(COCCC12CC3CC(CC(C3)C1)C2)CN1CCSCC1 (stereo not drawn)	-4
CCOc1ccc(C(=O)Nc2ccc(CN3CCOCC3)cc2)cc1Br	-2
CCc1ccc(NC(=O)CC2C(=O)N(c3ccccc3)C(=O)N2C(C)C)cc1 (stereo not drawn)	-3
Oc1ccc2ccccc2c1N=Nc1nccs1	3
Cc1ccc(C)c(CNC(=O)c2ccc3c(c2)nc2n3CCOC2)c1	-8
Cc1cccc(CNC(=O)c2ccc(Cn3c(SCc4cccc(F)c4)nc4cccnc43)cc2)c1	7
CCCCN(CC)C(=O)Cn1nc(C)c2c(C)n(-c3ccccc3)nc2c1=O	2
Cc1nnc(SCc2ccc(F)cc2)n1NCc1cc(Cl)ccc1OCc1ccccc1	-3
Cc1ccc(Nc2nc(N3CCOCC3)nc(=O)[nH]2)cc1C	4
Cc1ccc(CSc2nc3cccnc3n2Cc2ccc(C(=O)NC3CC3)cc2)cc1	-4
O=C(NCc1ccncc1)c1ccc([N+](=O)[O-])o1	-1
COCCC1CCCCN1C(=O)CC1(c2ccccc2)CC(=O)N(Cc2ccc3c(c2)OCO3)C1=O (stereo not drawn)	3
Cc1cc(Br)c(O)c(C=Nc2cc(Cl)ccc2O)c1	-6
COc1ccc(C2CC(=O)N=C3C2C(=O)N=C2C(C)=CC=CN23)cc1OC (stereo not drawn)	4
COCC(=O)N1CCC2(CCCN(CCC3CCCCC3)C2)C1 (stereo not drawn)	5

Of the compounds above, 7 contain fluorine.
SMILES	RBX1-CUL1 inh
O=C(c1ccc(N2CCOCC2)cc1)N1CCN(c2ccc(F)cc2)CC1	2
O=C(c1cc(C(c2ccccc2)c2ccccc2)no1)N1CCC(Oc2ccc(F)cc2)CC1	1
O=C(CCOc1ccccc1)N(Cc1cccnc1)c1nc2c(F)cc(F)cc2s1	-5
N#CC1C(=N)N(c2ccccc2C(F)(F)F)C2=C(C(=O)CCC2)C1c1cn(Cc2c(Cl)cccc2Cl)nc1-c1ccccc1 (stereo not drawn)	0
O=C(NCc1ccccc1)NC1(C(F)(F)F)Oc2ccc(Cl)cc2O1 (stereo not drawn)	2
Cc1cccc(CNC(=O)c2ccc(Cn3c(SCc4cccc(F)c4)nc4cccnc43)cc2)c1	7
Cc1nnc(SCc2ccc(F)cc2)n1NCc1cc(Cl)ccc1OCc1ccccc1	-3

Remaining list, next part:
SMILES	RBX1-CUL1 inh
CCOc1ccccc1NC(=O)CSc1nc2cc(OC)c(OC)cc2c2nc(-c3ccccc3)nn12	7
COC(=O)c1scc(-c2ccc(C)cc2)c1S(=O)(=O)Nc1cc(Cl)c(OC)cc1OC	4
COC(=O)c1ccccc1NC(=O)C1CCCN(C(=O)c2cnn(-c3ccc(F)cc3)c2-n2cccc2)C1 (stereo not drawn)	-1
Cc1cn2c3c(=O)[nH]c(=O)n(C)c3nc2n1CCN1CCCCC1	3
Cc1cccc(-c2csc(NC(=O)c3ccc([N+](=O)[O-])cc3[N+](=O)[O-])c2C(=O)OC(C)C)c1	-3
N#C/C(=C\c1ccc(-c2cc(Cl)ccc2Cl)o1)C(=O)N1CCOCC1	7
CCOC(=O)c1cc(-c2ccc(OC)cc2)n(CCC(=O)Nc2cccc(C(C)=O)c2)c1C	-1
CCOC(=O)c1cnc2sc3cc(C)ccc3n2c1=O	4
Cc1ccc(C(=O)C(OC(=O)c2ccccc2Cl)c2ccccc2)cc1C (stereo not drawn)	3
CC(=O)Nc1sc(N)nc1-c1ccccc1	-4
O=C(CCN1C(=O)c2ccccc2S1(=O)=O)Nc1ccc(Oc2ccccc2)cc1	0
O=C(NCCc1csc(-c2ccc(Cl)cc2)n1)c1cccs1	-1
O=C(NN1CC(C(=O)O)CC1=O)c1ccccc1 (stereo not drawn)	2
COc1ccc(CCNC(=O)Cn2c(=O)cc(C(F)(F)F)c3c(C)nn(C)c32)c(OC)c1	2
CCCCC1(C(=O)OCC)CC(C)(c2csc(N)n2)OC1=O (stereo not drawn)	-3
Cc1ccc(Nc2c(-c3ccc(N4CCOCC4)cc3)nc3ccc(Cl)cn23)cc1	-12
CCCc1cc(=O)[nH]c(Nc2ccc(C(=O)O)cc2)n1	-1
CCOC(=O)c1ccc(NC(=O)C2=C(C)C(=O)OC23CCCCCC3)cc1	-1
CCOCCOc1ccc(C(=O)NC(C)(C)C)cc1	9
Clc1ccc(-c2csc(N/N=C/C3=Cc4ccccc4NC3)n2)cc1	3
Cc1ccc(C2CC(=O)n3nc(-c4ccc(Cl)cc4)nc3S2)cc1 (stereo not drawn)	2
COc1ccc(N2CCN(CCOc3ccc4c(C)cc(=O)oc4c3)CC2)cc1	-6
CC1(C)Cc2c(sc3c2c(=O)n(Cc2ccccc2)c2nnc(SCC(=O)c4ccc(Br)cc4)n32)CO1	6
COc1ccc(S(=O)(=O)N(CC(=O)Nc2cccc(C)c2)c2ccc(C)cc2)cc1OC	9
CCn1c(=O)c2c(nc3n(CCO)c(C)c(C)n23)n(C)c1=O	-3
SMILES	RBX1-CUL1 inh
CCc1nc2sc3c(c2c(=S)[nH]1)CCCC3	5
CCN(CC)CCNC(=O)c1ccc(N2CCN(C)CC2)nc1	5
Cc1cc(C(=O)N2CCc3[nH]nc(-c4ccc(Cl)cc4)c3C2)n(C)n1	-8
O=C1NC(=O)C2(COC(c3ccccc3)OC2)S1 (stereo not drawn)	12
CC(=O)N=C1C(=O)Oc2ccccc2C1Nc1ccccc1 (stereo not drawn)	3
CCCN(C(=O)c1cc2c(=O)oc3ccccc3c2s1)c1cccc(Cl)c1	6
CC1=Nn2c(nnc2-c2ccccc2)SC1C(=O)c1ccccc1 (stereo not drawn)	2
CCCc1cc(C(=O)NCC2CCCO2)cs1 (stereo not drawn)	14
COc1ccc(/C=C/C#Cc2ccccc2)cc1	-10
CC1=NN(Cc2ccc(C)cc2)c2nc3c(c(=O)n(C)c(=O)n3C)n2C1	4
O=C(Nc1ccc2c(c1)CCC2)C1CCN(C(=O)c2ccccc2F)CC1	-10
Cc1ccccc1N1C(=O)/C(=C/c2cccn2-c2cccc(C(=O)O)c2)C(=O)NC1=S	102*
Cc1ccc(CNCC2(O)CCCN(Cc3ccccc3F)C2=O)o1 (stereo not drawn)	-2
CCNC(=O)NC(C)c1cnc(N2CCCCCCC2)nc1C (stereo not drawn)	1
CCOC(=O)c1c(-c2ccc(F)cc2)csc1NC(=O)C1CCC1	9
CCC(Cn1ccnc1)NC(=O)Nc1nnc(Cc2ccc(C)cc2)s1 (stereo not drawn)	4
CCc1ncc(CN2CCC(C3CCN(c4ncccn4)CC3)C2)cn1 (stereo not drawn)	-9
Cn1c(SCc2ccc(C(=O)Nc3ccccc3F)cc2)nnc1-c1ccncc1	-2
N#Cc1c(N=C2CCCc3ccccc32)sc2c1CCCC2	-5
COC(=O)c1ccccc1-c1cc(C)cc2c1OC(CNC(=O)C(C)c1n[nH]c(=O)c3ccccc13)C2 (stereo not drawn)	-1
COc1ccc2cc3cc(C(=O)Nc4ccccc4C)oc3nc2c1	1
Fc1c(F)c(Br)c2ccccc2c1F	-3
O=C1CC(c2cccs2)Cc2nc(Nc3ccccc3)ncc21 (stereo not drawn)	2
COc1ccccc1N1CCN(C(=O)c2c(-c3c(Cl)cccc3Cl)noc2C)CC1	-6
CCOC(=O)c1sc2nc(SC)nc(Nc3ccc4c(c3)OCCO4)c2c1N	-2
SMILES	RBX1-CUL1 inh
O=C(NCc1ccccc1)C(=O)NCC(c1ccco1)S(=O)(=O)c1ccccc1 (stereo not drawn)	0
COc1cc(Cl)c(S(=O)(=O)N2CCN(c3cccc4ccccc34)CC2)cc1Cl	8
Cc1[nH]c2ccc(OC(F)(F)F)cc2c1CCN1C(=O)OC2(CC(C)(C)NC(C)(C)C2)C1(C)O (stereo not drawn)	0
COc1cccc(/C=N/NC(=O)COc2ccc(Cl)cc2Cl)c1OC	-8
Cc1cc(OCC(=O)Nc2ccc(S(=O)(=O)Nc3ccc(F)cc3)cc2)ccc1Br	-6
COCCOc1ccc(C(=O)N2CCc3ccccc32)cc1	-5
CN(C)c1ncc(CN2CCC(CCC(=O)NCC3CCCO3)CC2)s1 (stereo not drawn)	2
Nc1c(C(=O)c2ccccc2)oc2ccc(Cl)cc12	-14
Cc1onc(-c2ccccc2)c1C(=O)NCc1cccnc1	-9
C=CCn1c(=O)c2c(nc3n2C(C)C(C)=NN3CC)n(C)c1=O (stereo not drawn)	-3
Cc1cc(C)nc(SCC2=NC(C)(C)Cc3ccccc32)n1	7
CN1C(=O)/C(=C/c2ccc(O)c(/C=C3\SC(=S)N(C)C3=O)c2)SC1=S	5
CN(Cc1cccc2cnccc12)Cc1c(C(=O)N2CCCCC2)nc2sccn12	10
Cc1ccccc1OC(C)C(=O)Nc1ccccc1NC(=O)C(C)Oc1ccccc1C (stereo not drawn)	-3
O=C(NCCc1cn2ccccc2n1)c1ccc(C2CCCN2)s1 (stereo not drawn)	4
CN(C)CCNc1nccc(-c2cnn(-c3cccc(Cl)c3)c2)n1	9
CCCc1c(C(=O)Nc2ccccc2F)nnn1-c1ccccc1	1
NC(=O)Cc1ccc(Br)cc1	-7
CCCCNC(c1ccccc1)(c1ccccc1)c1ccccc1	-1
O=C(Nc1nnc(C23CC4CC(CC(C4)C2)C3)s1)c1ccccc1F	-9
COc1ccc(OCC(=O)Nc2c(C(=O)N3CCN(c4ccccc4)CC3)oc3ccccc23)cc1	3
CCn1cc(C2C3=C(CCCC3=O)N=C(C)C2C(=O)Nc2ccc(Br)cn2)c(C)n1 (stereo not drawn)	0
COC(=O)c1c(-c2ccccc2)csc1NC(=O)CN1CCCC1	3
CCOC(=O)C(CCCCn1cnc2c(Cl)ncnc21)(NC=O)C(=O)OCC	-2
CC(C)N1C(=O)S/C(=C/c2ccc(Sc3ccc(Cl)cc3)o2)C1=O	11
COC(=O)c1c(SC)nc2ccccc2c1OCc1cccc(C)c1	4
COc1ccc(OC)c(-c2cc(C(=O)Nc3ccc(C)c(C)c3)no2)c1	-6
OCC1CCCCN1Cc1ccc2c(c1)CN(Cc1cccc3cccnc13)CCO2 (stereo not drawn)	-3
Cc1ccc(-n2c(Cc3ccccc3)nnc2SCC(=O)NNC(=O)Cc2ccccc2)cc1	5
